SR-BI HDL uptake – mouse SR-BI HDL lipid transfer inhibition; Q61009; ldlA[mSR-BI] CHO cells, DiI-HDL uptake fluorescence, 3 h; inhibition, % at 12.5 µM; hit rate 0.96% among 320,000; AID 488896;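 active = mean replicate inhibition of at least 70% and a set share of replicates each scoring 70 or more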;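 also: 0% = median of neutral control wells and 100% = median of positive control wells; values of inactives mirror those of a sister screen read the other way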
Target sequence (Q61009 whole entry, looked up): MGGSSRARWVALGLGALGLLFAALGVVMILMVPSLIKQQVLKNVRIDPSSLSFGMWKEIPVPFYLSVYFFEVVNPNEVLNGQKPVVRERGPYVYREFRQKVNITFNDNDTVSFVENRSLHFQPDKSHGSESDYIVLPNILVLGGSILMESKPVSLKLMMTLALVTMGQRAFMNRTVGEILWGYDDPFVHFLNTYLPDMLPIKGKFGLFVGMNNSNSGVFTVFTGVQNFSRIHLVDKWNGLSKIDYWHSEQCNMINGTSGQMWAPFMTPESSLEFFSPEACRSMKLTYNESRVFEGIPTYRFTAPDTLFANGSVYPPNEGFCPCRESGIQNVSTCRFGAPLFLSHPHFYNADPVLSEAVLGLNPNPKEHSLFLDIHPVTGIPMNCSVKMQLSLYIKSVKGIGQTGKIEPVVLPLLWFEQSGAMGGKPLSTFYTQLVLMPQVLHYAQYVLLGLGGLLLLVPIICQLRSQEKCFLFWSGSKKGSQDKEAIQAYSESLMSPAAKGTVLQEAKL
CAL PDZ FP-1 – inhibitors of human CAL PDZ peptide binding | Q9HD26 | purified CAL PDZ, TMR-peptide fluorescence polarization, 1 h | AID 602252 | hit rate 0.92% among 300,000 | inhibition, % at 24.9 µM;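 active = mean inhibition of at least 30% with at least half of replicates also reaching 30%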;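 also: 0% = DMSO neutral control and 100% = excess unlabeled competitor peptide PRC23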
PfHsp90 yeast 2 – reduces growth (ATP signal) of yeast expressing P. falciparum Hsp90 | S. cerevisiae expressing PfHsp90, BacTiter-Glo ATP, 48 h; yeast lacking PDR1 and PDR3 efflux regulators | inhibition, % at 9.4 µM | hit rate 0.32% among 310,000;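 active = every replicate shows inhibition above about 80%, whatever the replicate mean, limit read from the data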;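 also: 0% = DMSO neutral controls and 100% = 20 µM radicicol positive controls; yeast relying on Plasmodium falciparum Hsp90 in place of its own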
NSD2 HMT inh – inhibitors of human histone methyltransferase NSD2; O96028; NSD2 peptide methylation, AlphaScreen, 120 min; inhibition, % at 12.5 µM; hit rate 0.54% among 310,000; AID 743445; in the data active = inhibition above about 50%
Rtt109 Vps75 – C. albicans Rtt109 histone acetyltransferase inhibition; inhibition, % at 34.9 µM; Q5AAJ8; purified Rtt109/Vps75, ThioGlo CoA-SH fluorescence, 4 h; hit rate 0.16% among 330,000;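 active = inhibition of at least 50% in every replicate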
PvdQ inh – blocks Pseudomonas aeruginosa PvdQ acylase activity; purified PvdQ acylase, fluorescence plate reader; inhibition, % at 10 µM; hit rate 0.063% among 340,000; in the data active = inhibition above about 30%, passing the limit was not always enough;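 also: 0% = vehicle neutral wells and 100% = reference inhibitor wells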
MITF TRPM1 HTS – MITF TRPM1 promoter activation in melanoma cells | SK-MEL-5 TRPM1-promoter luciferase, 24 h; % of positive control, neutral wells = 0 | activation, % at 12.5 µM | hit rate 0.75% among 300,000 | AID 588334;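 active = mean activation of at least 80% with every replicate also reaching 80%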;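 also: 0% = neutral control wells and 100% = parthenolide positive control wells; values of inactives mirror those of a sister screen read the other way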
dFosB act – enhances mouse delta FosB homodimer DNA binding. purified delta FosB, TAMRA-CDK5 oligo fluorescence polarization; percent of positive-control signal above neutral wells. AID 493131. hit rate 0.99% among 340,000. activation, % at 25 µM;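 active = mean activation above about 17%, with every replicate also reaching it, limit read from the data, passing the limit was not always enough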;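 also: fluorescence polarization rise as delta FosB binds a TAMRA Cdk5 AP-1 oligo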
Target sequence (P13346 whole entry, looked up): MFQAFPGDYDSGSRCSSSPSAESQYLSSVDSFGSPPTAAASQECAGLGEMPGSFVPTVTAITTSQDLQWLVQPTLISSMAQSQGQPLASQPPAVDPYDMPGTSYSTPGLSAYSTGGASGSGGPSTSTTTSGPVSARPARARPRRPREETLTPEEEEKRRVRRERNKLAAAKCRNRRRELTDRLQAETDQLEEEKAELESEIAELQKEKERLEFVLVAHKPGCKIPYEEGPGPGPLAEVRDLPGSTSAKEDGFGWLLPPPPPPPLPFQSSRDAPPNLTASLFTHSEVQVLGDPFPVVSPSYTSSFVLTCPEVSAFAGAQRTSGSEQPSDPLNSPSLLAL
CAL PDZ FP-2 – blocks peptide binding to human CAL PDZ domain. purified CAL PDZ, TMR-peptide fluorescence polarization, 1 h. inhibition, % at 20 µM. hit rate 0.02% among 330,000. Q9HD26. AID 504414;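 active = highest replicate inhibition of at least 40%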;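 also: plate controls were DMSO neutral control wells for no effect and unlabeled competitor peptide control wells for full effect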
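System: purified tagged CAL PDZ domain construct (CerCALP). Schedule: 1 h incubation at room temperature before polarization reading. Medium: 25 mM sodium phosphate pH 7.4, 150 mM NaCl, TCEP, IgG, Thesit. Read-out: percent inhibition from loss of millipolarization. Measured by: FP readout, S and P plane fluorescence. Probe or stimulus: fluorescent TMR peptide probe.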
SR-BI DiI-HDL act – enhances SR-BI lipid uptake from DiI-HDL. AID 504775. hit rate 0.096% among 320,000. CHO ldlA[mSR-BI] cells, DiI-HDL uptake fluorescence, 3 h; 100 = double the neutral-control signal. activation, % at 12.5 µM;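 active = mean replicate activation of at least 60% and every replicate at or above 60%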;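 also: 0% = median plate neutral-control signal and 100% = twice that signal; values of inactives mirror those of a sister screen read the other way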
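Assay system: LDL receptor-deficient CHO ldlA cells overexpressing murine SR-BI / Medium: BSA-supplemented, HEPES-buffered Ham's F12, pH 7.4 / Probe or stimulus: DiI-labelled HDL at 10 µg/mL final / Timing: compound with DiI-HDL co-incubation, 3 h at 37 °C / Technique: bottom-read cell fluorescence after medium removal, ex 550/em 595 nm / Measure: HDL uptake via cellular fluorescence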
The depositor's hits bear a star; / = no result given.

SMILES | SR-BI HDL uptake | CAL PDZ FP-1 | PfHsp90 yeast 2 | NSD2 HMT inh | Rtt109 Vps75 | PvdQ inh | MITF TRPM1 HTS | dFosB act | CAL PDZ FP-2 | SR-BI DiI-HDL act
COc1ccccc1NC(=O)Cn1nnc(-c2ccccc2NC(=O)c2cnccn2)n1 | 32.4 | -2.8 | 15.5 | 2.1 | 0.3 | -6.6 | 5.1 | -1.0 | -1.4 | -32.3
CCOC(=O)NC(=O)c1cn(Nc2ccccc2C(F)(F)F)c(=O)[nH]c1=O | -2.5 | 3.5 | -33.5 | -0.8 | 2.3 | -8.6 | / | 4.3 | 1.1 | 2.5
Cc1ccc(S(=O)(=O)Nc2ccc3c4c(cccc24)CC3)c(C)c1 | 3.2 | -6.1 | -24.9 | 0.8 | 6.6 | -7.6 | / | -0.2 | -1.2 | -3.2
CCN(C(=O)COC(=O)CCCc1nc2ccccc2s1)c1c(N)n(Cc2ccccc2)c(=O)[nH]c1=O | 10.0 | 4.2 | / | 0.7 | 0.8 | -1.9 | -10.8 | -5.1 | 0.3 | -10.0
CCCOc1cccc(C2C(C(=O)c3ccc(C)o3)=C(O)C(=O)N2c2nc(C)c(C(C)=O)s2)c1 (configuration not stated) | -3.5 | -6.4 | 19.5 | 2.2 | 9.0 | -8.9 | -4.2 | -14.7 | -5.7 | 3.5
CC(C)N1CCC(N2CCN(C3CCCCC3)CC2CCO)CC1 (configuration not stated) | -10.5 | 2.9 | 12.7 | 3.0 | 17.8 | -2.5 | 6.2 | -5.7 | -2.6 | 10.5
Cc1nc2cc(NC(=O)NCc3ccco3)ccc2o1 | -42.8 | -4.0 | 7.5 | 0.3 | 10.6 | 1.0 | 1.5 | -6.0 | -1.0 | 42.8
CC1CCCC(C)N1C(=O)Cn1nnc(-c2ccc([N+](=O)[O-])cc2)n1 (configuration not stated) | 3.8 | -1.6 | -0.7 | 2.3 | 2.4 | -11.5 | / | -3.0 | 0.5 | -3.8
COc1cc(NC(=O)c2cccs2)cc(OC)c1 | 16.6 | -2.2 | -10.6 | -3.7 | -13.7 | 6.1 | 11.0 | -3.1 | -0.8 | -16.6
COc1cc2ccccc2cc1C(=O)Nc1ccc(Cc2ccncc2)cc1 | 27.1 | -8.3 | 11.5 | -2.2 | 15.2 | -12.8 | -0.1 | -17.6 | -3.4 | -27.1
OC(CNCC1CCCO1)Cn1c2ccc(Br)cc2c2cc(Br)ccc21 (configuration not stated) | 27.6 | 4.1 | / | -2.3 | -2.9 | -10.5 | / | -49.8 | -1.5 | -27.6
CCCC(=O)NC(=S)Nc1nc(-c2ccc(OC)cc2)cs1 | 6.7 | -1.2 | -4.4 | 28.8 | 4.3 | -10.7 | 0.0 | -1.2 | -0.3 | -6.7

Copied from the list:
Under dFosB act, `CCOC(=O)NC(=O)c1cn(Nc2ccccc2C(F)(F)F)c(=O)[nH]c1=O` shows 4.3
Under NSD2 HMT inh, `OC(CNCC1CCCO1)Cn1c2ccc(Br)cc2c2cc(Br)ccc21` (configuration not stated) shows -2.3

The listing picks up, repeating the 3 entries before the break.
SMILES | SR-BI HDL uptake | CAL PDZ FP-1 | PfHsp90 yeast 2 | NSD2 HMT inh | Rtt109 Vps75 | PvdQ inh | MITF TRPM1 HTS | dFosB act | CAL PDZ FP-2 | SR-BI DiI-HDL act
COc1cc2ccccc2cc1C(=O)Nc1ccc(Cc2ccncc2)cc1 | 27.1 | -8.3 | 11.5 | -2.2 | 15.2 | -12.8 | -0.1 | -17.6 | -3.4 | -27.1
OC(CNCC1CCCO1)Cn1c2ccc(Br)cc2c2cc(Br)ccc21 (configuration not stated) | 27.6 | 4.1 | / | -2.3 | -2.9 | -10.5 | / | -49.8 | -1.5 | -27.6
CCCC(=O)NC(=S)Nc1nc(-c2ccc(OC)cc2)cs1 | 6.7 | -1.2 | -4.4 | 28.8 | 4.3 | -10.7 | 0.0 | -1.2 | -0.3 | -6.7
C=CCOc1c2ccc(C(=O)NC3CCCc4ccccc43)cc2nn1C (configuration not stated) | 29.6 | -3.9 | 5.2 | / | -5.9 | -0.8 | -0.5 | 7.2 | 2.5 | -29.6
COC(=O)c1ccc(CNC(=O)c2ccc3c(c2)OCCO3)cc1 | / | / | -8.5 | -1.1 | 10.0 | -7.6 | 10.9 | -10.5 | -1.6 | /
Cc1cccc(N2CCN(C3=NC(=O)/C(=C\c4cn[nH]c4-c4ccccc4)S3)CC2)c1 | 47.5 | -6.0 | -14.4 | 0.1 | 1.5 | -9.9 | 11.4 | -0.3 | -2.0 | -47.5
O=[N+]([O-])c1cnccc1Nc1ccccc1 | 1.9 | 2.4 | 18.3 | -2.1 | -2.2 | -7.7 | / | 1.0 | -0.6 | -1.8
O=C(CCc1nc2ccccc2c(=O)[nH]1)OCc1ccccc1F | -8.1 | 0.5 | 29.1 | 16.2 | 5.0 | -9.7 | 8.4 | -5.6 | -0.6 | 8.1
CN(Cc1ccccc1)C(=O)c1ccc(NC(=O)Cc2cccc(NC(=O)C3CCN(C(=O)C4CC4)CC3)c2)cc1 | 30.1 | -0.4 | -0.1 | / | 4.3 | 10.7 | 3.6 | 1.7 | -0.9 | -30.1
S=C(NCC1CCCO1)N1CCN(c2ccccc2)CC1 (configuration not stated) | -17.1 | 2.8 | -8.6 | -1.7 | -3.6 | -7.8 | -8.6 | -2.5 | -1.4 | 17.1
COc1ccccc1-n1nnnc1SCC(=O)NC(=O)Cc1ccccc1 | 4.7 | 0.2 | -2.9 | -4.0 | -0.9 | -0.8 | -2.2 | -4.3 | -1.6 | -4.7
O=C(CCCN1C(=O)c2ccccc2C1=O)Nc1c2c(nc3c1CCC3)CCC2 | 10.1 | 17.6 | 3.7 | 0.4 | -3.5 | -5.1 | -2.5 | -0.2 | -0.1 | -10.1
O=C(/C=C/c1ccc([N+](=O)[O-])cc1)N1CCN(S(=O)(=O)c2cccs2)CC1 | / | -2.2 | 1.2 | -0.3 | 0.4 | 3.0 | -3.7 | 2.3 | -2.6 | /
Cc1ccsc1C(=O)c1sccc1C | -4.2 | 6.1 | -8.4 | -2.2 | 6.3 | -9.4 | 12.0 | 1.3 | -1.0 | 4.2
COc1ccc(C(=O)c2sc3nc(C)cc(-c4cccs4)c3c2N)cc1OC | 49.7 | -3.0 | -99.6 | -1.5 | -2.9 | -4.2 | 2.5 | 1.2 | -1.1 | -49.7
O=C(CN1C(=O)c2ccc([N+](=O)[O-])cc2C1=O)NCC1CCCO1 (configuration not stated) | -22.4 | -6.1 | 1.8 | 1.2 | / | 14.8 | 1.5 | 4.5 | 0.2 | 22.4
CCc1cc(=O)oc2cc(OCC(=O)N(CC)CC)c(Cl)cc12 | / | 2.3 | 21.1 | / | 0.9 | -12.5 | -0.3 | -8.1 | 0.2 | /

Two entries picked at random from those above:
SMILES | SR-BI HDL uptake | CAL PDZ FP-1 | PfHsp90 yeast 2 | NSD2 HMT inh | Rtt109 Vps75 | PvdQ inh | MITF TRPM1 HTS | dFosB act | CAL PDZ FP-2 | SR-BI DiI-HDL act
O=C(CCc1nc2ccccc2c(=O)[nH]1)OCc1ccccc1F | -8.1 | 0.5 | 29.1 | 16.2 | 5.0 | -9.7 | 8.4 | -5.6 | -0.6 | 8.1
COc1ccc(C(=O)c2sc3nc(C)cc(-c4cccs4)c3c2N)cc1OC | 49.7 | -3.0 | -99.6 | -1.5 | -2.9 | -4.2 | 2.5 | 1.2 | -1.1 | -49.7
